PG9 binder – binds the HIV-1 gp120 antibody PG9; TR-FRET gp120-PG9 antibody binding; inhibition, % at 6.7 µM; 360,000 compounds, 0.43% hits; in the data active = inhibition above about 8.5%
SIAE inh – human SIAE inhibition, primary screen; Q9HAT2; SIAE FP-Rh probe binding, fluorescence polarization; inhibition, % at 9.66 µM; 370,000 compounds, 0.69% hits;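 active = inhibition above a cutoff: mean of compounds within the control limits plus 3 SD of those, cut at about 17% in these data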;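 note: 0% = plate median of compound wells and 100% = probe without SIAE protein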
Target sequence (Q9HAT2 whole entry, looked up): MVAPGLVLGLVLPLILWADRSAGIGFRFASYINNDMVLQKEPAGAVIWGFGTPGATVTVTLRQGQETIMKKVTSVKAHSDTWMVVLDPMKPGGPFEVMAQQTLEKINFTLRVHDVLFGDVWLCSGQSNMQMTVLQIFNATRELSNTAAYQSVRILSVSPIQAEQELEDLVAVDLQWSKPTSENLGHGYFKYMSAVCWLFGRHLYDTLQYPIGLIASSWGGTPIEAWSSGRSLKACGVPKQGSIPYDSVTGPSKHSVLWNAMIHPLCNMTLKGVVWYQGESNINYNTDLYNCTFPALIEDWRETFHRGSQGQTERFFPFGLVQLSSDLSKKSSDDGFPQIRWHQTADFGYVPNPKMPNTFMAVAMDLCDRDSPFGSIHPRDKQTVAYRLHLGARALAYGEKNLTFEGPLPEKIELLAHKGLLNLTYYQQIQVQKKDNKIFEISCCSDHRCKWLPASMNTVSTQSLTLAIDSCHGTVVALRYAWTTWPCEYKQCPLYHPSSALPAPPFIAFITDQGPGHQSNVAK
mABHD4 FP – ABHD4 (mouse) inhibition, primary FP screen; Q8VD66; purified mABHD4, FP-Rh probe fluorescence polarization; inhibition, % at 8.92 µM; 370,000 compounds, 0.54% hits; AID 720543;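 active = inhibition exceeding the mean over every tested compound plus 3 SD, cut at about 30% in these data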;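 note: 0% = plate median of compound wells and 100% = S159A mutant with DMSO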
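Test system: mouse ABHD4 enzyme, wild type. Reagent: FP-Rh fluorescent activity-based probe, added after compound pre-incubation. Timing: pre-incubation 45 min, probe exposure 60 min, at 25 °C. Technique: FP readout, ex 525 nm / em 598 nm. Benchmarks: high control S159A mutant with DMSO, low control median of compound wells.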
TCR CD3 inh – inhibitors of human TCR-CD3 interaction. TAMRA-labeled TCR probe fluorescence, biochemical. inhibition, % at 9.4 µM. 360,000 compounds, 0.37% hits; in the data active = inhibition above about 19%;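 note: recombinant mutant TCR 2C K166C tagged with TAMRA read by polarization; 0% = receptor in buffer alone and 100% = receptor with positive control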
rCAG binder – molecules binding r(CAG) RNA repeats; r(CAG) RNA repeat, TO-PRO-1 dye displacement fluorescence; inhibition, % at 3 µM; 370,000 compounds, 1.3% hits; AID 651821;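 active = inhibition above the plate cutoff, the mean of all test compounds on that plate plus 3 SD, cut at about 35% in these data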;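 note: 0% = DMSO alone and 100% = 100 µM mitoxantrone as full dye displacement; higher means more dye released from RNA so lower well fluorescence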
PRMT1 inh – PRMT1 (human) inhibition, primary screen | recombinant PRMT1, activity-based probe fluorescence polarization | Q99873 | inhibition, % at 2.79 µM | 370,000 compounds, 1.3% hits | AID 652257;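 active = inhibition above about 21% made by adding two undisclosed values, limit read from the data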
Target sequence (Q99873 whole entry, looked up): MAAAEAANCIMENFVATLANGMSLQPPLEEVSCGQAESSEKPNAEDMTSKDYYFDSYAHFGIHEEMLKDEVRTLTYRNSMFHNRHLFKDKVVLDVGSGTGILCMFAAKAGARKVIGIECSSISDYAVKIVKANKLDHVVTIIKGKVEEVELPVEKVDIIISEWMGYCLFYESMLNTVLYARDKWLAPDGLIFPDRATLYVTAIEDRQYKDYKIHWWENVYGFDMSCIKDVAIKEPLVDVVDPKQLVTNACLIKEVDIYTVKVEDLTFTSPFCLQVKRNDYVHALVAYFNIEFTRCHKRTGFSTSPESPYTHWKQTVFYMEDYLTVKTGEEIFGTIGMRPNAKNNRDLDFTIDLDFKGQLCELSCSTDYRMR
HTRA1 inh – blocks human HTRA1 serine peptidase. 340,000 compounds, 0.5% hits. inhibition, % at 5.96 µM. AID 504803. recombinant HTRA1, FP-rhodamine activity-based probe, fluorescence polarization. Q92743; in the data active = inhibition above about 36%;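 note: 0% = enzyme with DMSO and 100% = wells lacking enzyme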
NR1D1 modulator – Rev-erb alpha (human) modulation; P20393; Rev-erbα–FITC-DNA binding, fluorescence polarization, 90 min; activity, % at 10 µM; 370,000 compounds, 0.79% hits;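 active = activity above about 14%, limit read from the data; passing the limit was not always enough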;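 note: 0% = DMSO wells with 35 nM protein and 100% = DMSO wells with 750 nM protein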
TDP2 absorb – TDP2 (human) inhibition, absorbance primary screen | inhibition, % at 12.8 µM | O95551 | 370,000 compounds, 0.34% hits | recombinant TDP2, T5PNP hydrolysis, p-nitrophenol absorbance 415 nm;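 active = inhibition above the mean of all tested compounds plus 3 SD, set per campaign, cut at about 25% in these data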;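 note: 0% = DMSO with enzyme and 100% = buffer with substrate but no TDP2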
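System – recombinant human TDP2 · Quantity – TDP2 enzyme at 120 nM final · Doses – single concentration, 12.8 µM nominal, with 1% DMSO · Incubation – 2 h at 37 °C · Measured by – epi absorbance of p-nitrophenol freed from T5PNP by hydrolysis · Read-out – % inhibition relative to enzyme-containing and enzyme-free wells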
LEDGF integ inh – blocks HIV-1 LEDGF/p75-dependent DNA integration; TR-FRET IN-LEDGF/p75 DNA integration, Eu/Cy5; AID 743269; 370,000 compounds, 0.64% hits; inhibition, % at 3.7 µM;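 active = inhibition above the screen-wide mean plus 3 SD, cut at about 13% in these data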;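 note: signal is the Cy5 over europium emission ratio at 671 and 618 nm; 0% = plate median of compound wells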
Starred values were filed as active, the others as inactive; / = not tested or not shown. These rows are one share of the data. The share of hits here may be higher or lower than overall.

Results follow in this order: PG9 binder	SIAE inh	mABHD4 FP	TCR CD3 inh	rCAG binder	PRMT1 inh	HTRA1 inh	NR1D1 modulator	TDP2 absorb	LEDGF integ inh
- COc1ccc(-n2c(Cc3cccn3C)nnc2SCC(=O)Nc2ccc(C)cc2)cc1
→ 0.8	12	-1	1	0	2	-6	-1	-3	1
- Cn1cc(C(=O)NCCO)c(=O)c2ccccc21
→ -1.3	-7	-2	-3	-3	3	1	9	-14	-4
- COc1ccc(CCNS(=O)(=O)c2ccccc2[N+](=O)[O-])cc1OC
→ -1.1	-7	1	10	-3	-1	3	-1	-14	2
- COc1ccc(NC(=O)CSc2nc3ccccc3nc2N2CCCCC2)cc1
→ -0.3	0	-4	-9	4	3	-2	4	8	1
- Cc1ccc(NS(=O)(=O)c2cc3c(cc2C)NC(=O)CO3)cc1
→ 0.6	-1	-3	-3	1	-3	-2	11	3	-2
- CCOC(=O)C1(Cc2ccc(OC)cc2)CCN(C(=O)c2csc(C)n2)CC1
→ 0.3	0	1	-1	-9	-3	3	-3	2	6
- CCc1nc2ccc(C(=O)N3CCN(S(=O)(=O)CC)CC3)cn2c1N(C)Cc1cccs1
→ -1.4	1	6	-3	-2	2	/	3	3	0
- O=C(COC(=O)/C=C/c1cccc([N+](=O)[O-])c1)NCCCN1CCCC1=O
→ 1.2	-7	-2	-2	0	6	3	-2	-2	-2
- CN1CC(O)(C(O)C(O)C(O)CO)SC1=S (configuration not stated)
→ 0.3	14	-2	3	2	11	0	-2	-2	0
- NC(=O)Nc1ccc(Oc2c(F)c(F)c(F)c(F)c2F)cc1
→ 0.6	-8	-3	5	2	-4	-4	1	-2	0
- CCOc1ccc(CCN2C(=S)N([C@@H](CC(C)C)CN3CCC[C@@H]3CN3C(=S)NC[C@@H]3Cc3ccc(O)cc3)C[C@@H]2CC(C)C)cc1
→ -0.1	-4	-4	3	12	1	/	-1	-2	2
- O=C1CCC([N+](=O)[O-])C(c2ccc(Cl)c([N+](=O)[O-])c2)N1 (configuration not stated)
→ -1.2	-3	2	-3	0	-1	3	-4	4	-2
- COC(=O)[C@]1(Cc2ccccc2)N[C@H](c2ccc(-c3cc(C(C)=O)cs3)cc2)[C@@H]2C(=O)N(C)C(=O)[C@@H]21
→ 2.5	7	1	-5	3	-2	3	23*	-2	-2
- CCOC(=O)c1cnc2[nH]c3ccccc3n2c1=O
→ 1.3	-14	-7	-11	2	10	-3	-5	-13	2
- Cc1sc2nc(CSC(C)C(=O)Nc3ccccn3)[nH]c(=O)c2c1C (configuration not stated)
→ -2.9	0	-6	-4	6	2	1	-1	1	1

An excerpt of these results, field by field:
compound: CCc1nc2ccc(C(=O)N3CCN(S(=O)(=O)CC)CC3)cn2c1N(C)Cc1cccs1
  PG9 binder: -1.4 | SIAE inh: 1 | mABHD4 FP: 6 | TCR CD3 inh: -3 | rCAG binder: -2 | PRMT1 inh: 2 | HTRA1 inh: / | NR1D1 modulator: 3 | TDP2 absorb: 3 | LEDGF integ inh: 0

compound: Cc1sc2nc(CSC(C)C(=O)Nc3ccccn3)[nH]c(=O)c2c1C (configuration not stated)
  PG9 binder: -2.9 | SIAE inh: 0 | mABHD4 FP: -6 | TCR CD3 inh: -4 | rCAG binder: 6 | PRMT1 inh: 2 | HTRA1 inh: 1 | NR1D1 modulator: -1 | TDP2 absorb: 1 | LEDGF integ inh: 1

compound: Cn1cc(C(=O)NCCO)c(=O)c2ccccc21
  PG9 binder: -1.3 | SIAE inh: -7 | mABHD4 FP: -2 | TCR CD3 inh: -3 | rCAG binder: -3 | PRMT1 inh: 3 | HTRA1 inh: 1 | NR1D1 modulator: 9 | TDP2 absorb: -14 | LEDGF integ inh: -4

compound: COc1ccc(-n2c(Cc3cccn3C)nnc2SCC(=O)Nc2ccc(C)cc2)cc1
  PG9 binder: 0.8 | SIAE inh: 12 | mABHD4 FP: -1 | TCR CD3 inh: 1 | rCAG binder: 0 | PRMT1 inh: 2 | HTRA1 inh: -6 | NR1D1 modulator: -1 | TDP2 absorb: -3 | LEDGF integ inh: 1

(cont.)
Results follow in this order: PG9 binder	SIAE inh	mABHD4 FP	TCR CD3 inh	rCAG binder	PRMT1 inh	HTRA1 inh	NR1D1 modulator	TDP2 absorb	LEDGF integ inh
- COC(=O)Nc1ccc(S(=O)(=O)N2CCCC(C(=O)Nc3cccc4c3OCCO4)C2)cc1 (configuration not stated)
→ 0.1	-3	-1	3	-4	0	-5	-2	3	-1
- Cc1ccc(C(=O)NCC(c2ccc(F)cc2)N2CCOCC2)cc1 (configuration not stated)
→ -0.9	1	-1	6	-4	0	0	-5	-1	0
- O=C(Nc1ccccn1)C(=O)Nc1ccccn1
→ 0.5	3	0	0	-2	0	3	-1	4	3
- COc1ccc(CNC(=O)C2CCCN2C(=O)Nc2cccc(Cl)c2)cc1 (configuration not stated)
→ 0.5	2	7	-4	2	1	-4	4	6	0
- COC(=O)c1cc2sc(Cl)cc2n1CC(=O)NCCC(C)C
→ 11*	-1	-1	8	-1	-3	2	14	10	2
- CCCn1c(=N)n(CC(=O)c2ccc(OCC(=O)OC)cc2)c2ccccc21
→ 1.6	7	9	-4	8	-2	8	0	16	0
- CC(Sc1ccc(S(=O)(=O)N2CCCCC2)cn1)C(N)=O (configuration not stated)
→ -0.9	3	2	-3	3	-2	2	-2	-11	1
- COc1ccc(C2=[N+]([O-])C(C)(C)C(c3ccccc3)=N2)cc1
→ -1.8	2	1	5	-6	-2	2	8	-1	1
- O=C(N/C(=C\c1cccnc1)c1nc2ccccc2[nH]1)c1cccc(Br)c1
→ -4.0	0	3	5	7	-3	-12	0	2	1
- CCOC(=O)C1=CCN(S(=O)(=O)c2ccccc2C)C1c1cccc(F)c1 (configuration not stated)
→ -0.4	-5	-10	5	1	-8	/	4	-11	2
- Cc1nc2c(sc3nc(N4CCOCC4)c4c(c32)CC(C)(C)OC4)c(-c2ccc(Cl)cc2)c1C(=O)O
→ 0.0	-5	17	4	2	-2	-45	2	-2	2
- Cn1ccc2cc(OCc3ccccc3)ccc21
→ -1.0	2	-3	-3	1	3	-7	3	1	-1
- Cc1cccc(NC(=S)NC(=O)CC2CC(C)(C)OC2=O)c1 (configuration not stated)
→ -2.6	0	0	7	-3	0	10	-6	-6	3
- Cc1nc2ncnn2c(N2CCN(C(=O)Cc3cccs3)CC2)c1C
→ -0.4	2	10	4	30	2	-3	-4	1	1
- CC1(C)OC(=O)C(=CNC(Cc2c[nH]c3ccccc23)C(=O)O)C(=O)O1 (configuration not stated)
→ -0.1	5	4	-4	0	2	1	-4	6	-1

Next structures.
mol | PG9 binder | SIAE inh | mABHD4 FP | TCR CD3 inh | rCAG binder | PRMT1 inh | HTRA1 inh | NR1D1 modulator | TDP2 absorb | LEDGF integ inh
O=c1c(Oc2ccccc2F)coc2cc(OCc3cnn(-c4ccccc4)c3)ccc12 | -2.9 | 1 | -9 | 4 | 6 | -2 | -17 | 6 | -1 | 3
CC(C)(N[C@@H](Cc1c[nH]c2ccccc12)C(=O)NCCc1c[nH]c2ccccc12)C(=O)NC1CCCCC1 | / | 13 | 4 | / | / | 2 | / | 5 | -5 | 1
COc1ccc(-c2csc(N(CCCN(C)C)C(=O)c3ccccc3C)n2)cc1 | -1.0 | -6 | 10 | -6 | -3 | -2 | 5 | 1 | 4 | 1
O=C(c1ccc2nccnc2c1)N1CCCC(N2CCN(c3ccc(F)cc3)CC2)C1 (configuration not stated) | -0.2 | 12 | 14 | 7 | -6 | 3 | 0 | 6 | -15 | -2
COc1ccc(-n2c(SCC(=O)NCC3CCCO3)nc3c([nH]c4ccccc43)c2=O)cc1 (configuration not stated) | 0.7 | 3 | 7 | -11 | -3 | -2 | 2 | -4 | 1 | -3
O=C(CCC(=O)c1cccs1)NCc1ccccc1Cl | -1.8 | -1 | -5 | 0 | 12 | -1 | -21 | -5 | -14 | 4
COc1cccc(NC(=O)C2C3C=CC(C3)C2C(=O)O)c1 (configuration not stated) | -1.6 | 11 | 3 | 5 | 2 | 1 | 9 | 4 | 2 | 3
O=c1c(Cl)c(NCc2ccc(F)cc2)cnn1C12CC3CC(CC(C3)C1)C2 | -1.0 | 3 | 3 | 8 | -7 | 0 | 3 | -2 | 0 | -1
COc1ccccc1C(=O)Oc1ccc(C(C)C)cc1 | -0.6 | -4 | 10 | -4 | -7 | 1 | -17 | 0 | -5 | -2
O=C(O)CCC(=O)N1N=C(c2c(-c3ccccc3)c3cc(Cl)ccc3[nH]c2=O)CC1c1ccccc1 (configuration not stated) | -0.4 | 1 | 0 | -7 | 30 | -1 | -9 | -5 | -6 | 4
O=C(O)c1nccnc1C(=O)NCCc1c[nH]c2ccccc12 | 0.6 | 6 | 0 | 2 | 5 | 2 | 2 | 3 | -6 | -2
CN(C1CCCCC1)S(=O)(=O)c1ccc2c(c1)c(=O)c(C(=O)NCCN1CCCC1)cn2C | -1.0 | -6 | 1 | -5 | -2 | -5 | -3 | 0 | 4 | -2
Cc1sc2ncnc(NCc3cccnc3)c2c1C | 0.7 | 1 | 5 | -6 | 2 | 5 | 3 | 0 | 7 | 0
Cc1cccc(-n2c(Cc3ccccc3)n[nH]c2=S)c1 | 1.2 | 1 | 2 | -5 | -3 | 1 | 3 | -3 | 6 | -2
Cc1cccc(S(=O)(=O)N2C[C@@H](O)COC[C@@H]3O[C@H](CC(=O)NCCCN4CCOCC4)CC[C@H]32)c1 | 1.3 | -8 | 6 | -1 | 1 | 4 | / | -1 | -10 | -3
COc1ccc(N/N=C(/C)c2cnnc(-c3ccccc3)n2)cc1 | -3.5 | 1 | 5 | -2 | 6 | 2 | 1 | -11 | -1 | -1
COc1ccc(Cn2cc(CN3CCc4onc(-c5ccccc5OC)c4C3=O)nn2)cc1 | -2.4 | -4 | 3 | 2 | 2 | 0 | / | -5 | 3 | 0
COCCCNC(=O)c1ccccc1Oc1ccccc1 | -1.8 | -6 | 2 | 0 | -5 | -1 | 3 | 4 | -14 | -3
Cc1ccccc1Nc1nnc(-c2ccc(C(=O)NCCO)cc2)c2ccccc12 | 2.5 | -1 | -32 | -7 | 5 | -3 | -3 | 5 | 0 | 2
O=C(CCNC(=O)c1ccccc1Cl)Nc1ccc2c(c1)OCO2 | -1.4 | 2 | -1 | -5 | 1 | -1 | 5 | -1 | -16 | 5
COc1ccc2oc(=O)c(C(=O)Nc3cccc(C(C)=O)c3)cc2c1 | 1.7 | 6 | 2 | 5 | 7 | -1 | 3 | 4 | -8 | 2
CC(C)NS(=O)(=O)c1cccc2nsnc12 | 1.2 | 1 | -9 | -2 | 7 | 2 | -1 | 1 | -5 | -4
CC(=O)N1CCN(c2ccc(NCc3ccc(C(C)C)cc3)cc2)CC1 | -1.9 | 14 | 15 | 2 | 0 | 4 | 59* | 5 | 21 | 5
